Ins promoter up = insulin promoter activators in MIN6 cells, imaging, high-content screening, mouse beta cells; MIN6 insulin promoter-GFP reporter; active compounds read high; z-score at 5 µM; actives 0.3% (n = 190,000);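 active = z-score above 3 at 5 µM with at least 500 cells counted in the well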
MT stabilizer = microtubule stabilizers in HeLa cells, primary screen, imaging, high-content imaging. actives 0.83% (n = 200,000). HeLa tubulin immunostaining HCS, 24 h; share of cells brighter than vehicle mean+2SD. % tubulin-high responders, % at 10 µM;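 active = plate Z-score above 3 for both tubulin-high and condensed-nucleus cell shares, with cell loss under 80%, at 10 µM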;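 also: anti alpha tubulin signal scored within the nucleus-defined area of each cell; some results filed as inactive read as strong as hits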
Autophagy mod = autophagy modulators in MEF cells, primary screen, imaging, high-content, MEF GFP-LC3. actives 0.98% (n = 190,000). calls only at 10 µM (by protocol). MEF GFP-LC3 puncta imaging; test concentration mostly 10 µM. AID 463193, 2010;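 active = percentage of spot-positive cells more than 3 SD above its plate mean, without a fluorescence outlier flag or 80% toxicity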;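 also: spot-positive cell cutoff set from DMSO-treated cells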
Yfh1-off respiration = enhancers of respiration in Yfh1-depleted yeast, dose response, Friedreich's ataxia, plus single-dose screen (AID 1465); S. cerevisiae Yfh1-off respiration, WST-1 reduction, 72 h; higher fold induction means a stronger effect; fold induction at 50 µM, or EC50 in µM where a hit was titrated; actives 0.074% (n = 220,000);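 active = fold induction of absorbance versus untreated yeast above a set limit, then at least 30% activation at any dose in follow-up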;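 also: activators that raise dye reduction in frataxin-depleted yeast; strong numbers were not always called active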
Hep lipid drop = inhibitors of hepatocyte lipid droplet formation, primary screen, imaging, high-throughput imaging, BODIPY stain; AID 1656, 2009; actives 0.4% (n = 240,000); inhibition, % at 6.5 µM; AML12 mouse hepatocytes, oleate lipid droplets;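 active = lipid droplet intensity inhibited by at least 50%, with more than 500 cells counted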
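Technique: fluorescence imaging, 20x objective, two fields per well / Assay system: AML12 hepatocytes (mouse) / Measure: % inhibition of lipid droplet signal / Doses: 6.5 µM single-point dosing / Incubation: overnight exposure / Reagent: 100 µM oleic acid challenge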
NOD2 inhibition = NOD2 signaling inhibitors, cell-based, luminescence, uHTS, HEK293 (AID 1566); actives 0.63% (n = 290,000); one-dose inhibition, % at 4 µM; EC50 in µM for titrated hits; HEK293 NOD2/NF-kB luciferase reporter, luminescence; higher % means a stronger effect; in the data active = inhibition above about 50%; also: many of its hits are not listed in these tables
Dynein cargo inh = inhibitors of GR-EGFP nuclear translocation, primary screen, dynein cargo transport inhibitor project, imaging, high-content, 3617.4 mouse cells. test concentration mostly 20 µM; stimulated with dexamethasone, 1 µM; active compounds read low. z-score, hits read low. actives 0.47% (n = 220,000). AID 1381, 2008;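 active = plate z-score of nuclear minus cytoplasmic receptor signal below a set negative limit, without overly bright fluorescence or cell loss, cut at about -3.5 in these data, passing the limit was not always enough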;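 also: z-score of nuclear minus cytoplasmic ring GR-EGFP intensity difference per well; some compounds called inactive have numbers as strong as hits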
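Also added – dexamethasone, 1.0 µM final · Buffer or medium – tet-free, stripped-serum medium · Schedule – induction 48 h, compound 1 h, agonist 30 min · Detection – formaldehyde fixation, Hoechst nuclear stain, 10x automated fluorescence imaging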
WT yeast gro inh = growth inhibition of WT strain, primary screen, mitochondrial fusion inhibitor project, WT and mutant strains, chemical genetic; mitochondrial fusion phenotypic screen; inhibition, % at 10 µM; actives 2.1% (n = 190,000); in the data active = inhibition above about 58%; tested in S. cerevisiae
b-catenin transl = modulators of beta-catenin nuclear translocation, primary screen, imaging, HeLa cells, immunofluorescence, high-content. AID 1665, 2009. actives 0.3% (n = 190,000). nuclear translocation activity, % at 5 µM;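 active = nuclear translocation activity above 50% at 5 µM, with a well cell count of 50 or more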;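 also: per-cell ratio of nuclear to cytoplasmic median beta-catenin stain intensity; plate controls were DMSO negative control for no effect and GSK-3 inhibitor IX positive control for full effect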
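Test system: human HeLa cells, endogenous beta-catenin. Times: 24 h compound exposure, 37°C. Measured by: beta-catenin immunofluorescence imaging with DAPI.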
WT yeast gro inh mutant strain = second read-out of WT yeast gro inh, no call of its own (marks repeat the call); inhibition, %; mitochondrial fusion phenotypic screen, mutant strain inhibition
Dynein cargo inh cytoplasmic EGFP = recorded beside Dynein cargo inh, whose call it bears; z-score; measured here: cytoplasmic GR-EGFP intensity; active compounds read high
Dynein cargo inh nuclear GR-EGFP = second read-out of Dynein cargo inh, no call of its own (marks repeat the call); z-score; measured here: nuclear GR-EGFP intensity;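 lower value marks the stronger effect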
Dynein cargo inh cell count = also measured in Dynein cargo inh; calls as there; z-score; measured here: cell count per field
Ins promoter up cell count = recorded beside Ins promoter up, whose call it bears; cell count; measured here: cytotoxicity, nuclei count;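 total cells summed across four imaged fields per well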
Hep lipid drop cells 6.5 µM = also measured in Hep lipid drop; calls as there; cell count; measured here: cell count, cytotoxicity flag;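 cells counted across two imaged fields per well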
b-catenin transl cell count 5 µM = second read-out of b-catenin transl, no call of its own (marks repeat the call); cell count; measured here: cell count, cytotoxicity flag
MT stabilizer Hoechst-high % = recorded beside MT stabilizer, whose call it bears; % Hoechst-high responders; measured here: nuclear condensation Hoechst responders;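 share of cells brighter than vehicle mean plus two SD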
MT stabilizer cytotoxicity % = further read-out of MT stabilizer, marked with its call; toxicity, %; measured here: cytotoxicity by cell density;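 0% = mean cell density of plate MIN control wells and 100% = no cells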
Autophagy mod cell loss 18 h = also measured in Autophagy mod; calls as there; toxicity, %; measured here: cell loss, nuclei count;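 cell loss after 18 h compound exposure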
The depositor's hits bear a star; i = inactive; / = not tested or not shown. An excerpt; rates above refer to the full screens.

Values run as follows: Ins promoter up	Ins promoter up cell count	MT stabilizer	MT stabilizer Hoechst-high %	MT stabilizer cytotoxicity %	Autophagy mod	Autophagy mod cell loss 18 h	Yfh1-off respiration	Hep lipid drop	Hep lipid drop cells 6.5 µM	NOD2 inhibition	Dynein cargo inh	Dynein cargo inh cytoplasmic EGFP	Dynein cargo inh nuclear GR-EGFP	Dynein cargo inh cell count	WT yeast gro inh	WT yeast gro inh mutant strain	b-catenin transl	b-catenin transl cell count 5 µM
Cc1nonc1OCC(C)(COc1nonc1C)NC(=O)c1ccccc1
    /	/	4.8	3.3	3.8	i	26	i	-4	690	3%	-1	-0.26	-0.52	1	-5	2	-0.4	1096
CC1CCCN(CCCCOc2cccc(Br)c2)C1 (stereo not drawn)
    -0.17	1315	3.3	3.4	6.5	i	-21	i	-4	627	-21%	-0.26	-0.22	-0.58	0.051	41	54	1.8	863
Cc1nc(C)c(C(=O)N(c2ccc(C)c(C)c2)C(C(=O)NCc2ccco2)c2ccccc2)s1 (stereo not drawn)
    -0.41	1798	1.8	0.5	4.7	i	29	i	-1	608	-4%	-0.086	-0.2	-0.21	-0.62	17	10	-1.1	1122
CC(C)C(NS(=O)(=O)c1ccc2c(c1)oc(=O)n2C)C(=O)N1CCN(C2CCCCC2)CC1 (stereo not drawn)
    1.4	815	2.1	5.9	7.5	i	0	i	/	/	-6%	0.42	-0.14	0.49	-0.14	2	-1	/	/
O=c1ccc2ccc(Oc3ccc([N+](=O)[O-])cc3[N+](=O)[O-])cc2o1
    0.02	1170	8.3	4.2	9.1	i	9	i	-16	599	14%	-2.8	0.64	-1.6	-0.91	-22	-6	4.6	449
CCn1c(SCC#N)nc2c(c1=O)C1(CCCC1)Cc1ccccc1-2
    -0.94	1322	1.7	1.7	11	i	-8	i	/	/	15%	-0.22	0.087	-0.048	-0.099	36	28	0.4	1167
COc1ccccc1C(=O)OCc1nc(N)nc(Nc2ccccc2C)n1
    0.78	1416	3.4	2.9	7.9	i	15	i	-6	659	-10%	0.046	-0.16	-0.075	-0.59	3	1	1.0	1055
CSc1nn2c(C)c(C)c(C)nc2c1C#N
    0.37	1064	3.0	1.4	2.5	i	-1	i	/	/	-1%	2.4	-0.066	1.5	-1.6	13	-14	-0.8	1002
COC(=O)c1ccccc1NC(=O)NCCc1ccc(OC)c(OC)c1
    -1	1570	3.8	1.5	9.0	i	6	i	-8	622	-16%	1.7	-0.28	1	-0.76	12	12	-4.3	1115
Cc1cc[n+](-c2nc3ccccc3nc2[N-]S(=O)(=O)c2ccccc2)cc1
    -0.63	1383	3.4	2.7	10	i	-2	i	9	664	-11%	0.33	-0.15	0.068	0.31	-11	17	0.3	992
C=CCn1c(O)c(N=NC(=O)OCC)c2ccccc21
    /	/	2.4	3.5	6.0	i	8	i	23	710	7%	-0.19	-0.28	-0.28	0.64	-6	14	-1.1	966
COc1ccc(N=Cc2c(O)ccc3ccccc23)cc1
    -0.65	1406	1.9	1.3	7.2	i	17	i	3	612	-1%	-0.19	-0.2	0.28	0.19	-3	-3	0.8	1024
CCOC(=O)CC(=O)CSc1ncc(C(=O)OCC)c(N)n1
    /	/	3.1	2.5	7.2	i	-7	i	18	708	-17%	-1.2	-0.27	-0.63	0.66	-7	4	-1.2	534
O=C(CCS(=O)(=O)c1cccc2nonc12)N1CCOCC1
    0.02	1280	5.5	1.3	11	i	4	i	7	770	12%	0.6	-0.19	0.96	-0.16	-1	3	0.3	1041
COc1cc(C(=O)Nc2cccc(-c3nnc(-c4ccco4)o3)c2)ccc1OC(C)=O
    -1.4	1454	2.8	1.7	0.4	i	-7	i	16	683	12%	-0.21	-0.28	0.57	-0.57	3	6	-4.8	1156
Cc1cc(C)n2nc(C(=O)Nc3ccc4c(c3)OCO4)nc2n1
    0.86	1179	3.4	2.3	5.2	i	-1	i	-2	710	-18%	-0.094	-0.19	-0.011	0.55	2	4	-0.9	1042
CC1=C(C(=O)OCC2CCCO2)C(c2ccccc2Cl)NC(=O)N1 (stereo not drawn)
    -0.2	1244	3.6	2.0	2.7	i	-8	i	7	744	7%	0.12	-0.23	-0.11	0.78	-14	7	-1.3	1241
Cc1ccc(C)c(S(=O)(=O)Nc2ccc(O)c(Sc3ncn[nH]3)c2)c1
    -0.06	1041	/	/	/	/	/	i	-4	728	8%	0.87	-0.15	1.1	-1.5	/	/	0.4	1303
O=[N+]([O-])c1cc(S(=O)(=O)Nc2ccccc2)ccc1NCc1cccnc1
    -1.1	1407	5.7	1.8	3.1	i	14	i	-7	630	21%	0.21	-0.047	0.22	-1.1	-7	-3	-2.1	1141
CCn1cc([N+](=O)[O-])c(C(=O)N2N=C(c3ccccc3)CC2c2ccc([N+](=O)[O-])cc2)n1 (stereo not drawn)
    -0.68	1214	1.3	4.6	10	i	-3	i	-5	731	25%	-0.073	0.081	0.0093	-0.38	-4	-11	/	/
Cc1cc(C)n(-c2nc3ccccc3nc2N2CCOCC2)n1
    1.4	1237	4.0	2.2	13	i	-6	/	16	763	3%	0.6	-0.21	1.1	-0.33	5	-2	-0.7	547
CC(C)(C)n1nc2c(c1NC(=O)Cc1cccc3ccccc13)CS(=O)C2 (stereo not drawn)
    1.3	1018	1.7	4.8	8.0	i	2	i	/	/	2%	-0.95	-0.27	-0.37	0.98	-8	9	-0.2	1156
COC(=O)c1sc(NC(=O)c2ccco2)nc1C
    /	/	1.9	1.9	5.9	i	14	i	/	/	-32%	-0.41	-0.27	0.6	0.41	4	0	-1.5	941
NC(=O)c1nsc(C(=O)N(CC(=O)NC2CCCC2)Cc2ccc3c(c2)OCO3)c1N
    0.25	1444	2.0	1.5	1.3	i	-7	i	0	658	3%	-0.47	-0.28	-0.0041	1.2	-1	-2	-0.3	1082
CCOC(=O)c1c(CN2CCC(C)CC2)oc2ccc(OC)cc12
    -1.3	1025	5.8	3.0	5.3	i	-11	i	/	/	20%	-0.55	-0.11	-0.13	0.44	38	-76	-1.2	981
Cc1cccc(OCCCn2ccnc2)c1
    -1.6	1180	3.9	1.9	5.1	i	0	i	-1	802	0%	-1.4	-0.17	-0.71	-2.5	-10	4	0.3	1069
CC(c1ccccc1)n1cc(C(=O)NCc2ccncc2)nn1 (stereo not drawn)
    0.48	1233	3.5	2.3	4.8	i	-1	i	/	/	8%	1.9	-0.11	1	0.073	3	-7	-4.2	1154
COc1cc(NC(=O)N[C@H](C(=O)O)C(C)C)cc(OC)c1
    -0.21	1120	4.1	2.2	2.2	i	8	i	/	/	-7%	-0.32	-0.22	-0.017	0.31	4	3	1.6	1160
COc1ccccc1C1CCN(Cc2cccc([N+](=O)[O-])c2)CC1
    /	/	/	/	/	/	/	i	-2	615	-20%	0.34	-0.27	0.02	-0.06	/	/	1.1	1320
CCOC(=O)c1sc(NC(=O)COC(=O)C(CCSC)NC(C)=O)nc1C (stereo not drawn)
    0.2	1279	5.0	1.5	0.8	i	6	i	-11	603	-6%	-0.22	-0.24	-0.17	0.58	5	18	1.6	833
CC(OC(=O)c1cccn1C)C(=O)Nc1ccc2c(c1)OCO2 (stereo not drawn)
    0.24	1211	3.4	1.8	3.4	i	17	i	-14	663	10%	1	0.078	1.1	-2.9	-4	-21	-4.3	1109
O=C(NNC(=S)Nc1ccc(OC(F)F)cc1)c1cc2c(s1)CCCC2
    -0.52	1483	1.7	2.3	5.4	i	2	i	-12	732	27%	-0.78	-0.26	-0.48	0.21	0	-2	-2.6	1009
COc1ccc(CC(=O)N2CCc3cc(OC)c(OC)cc3C2O)cc1OC (stereo not drawn)
    -0.17	1011	/	/	/	/	/	i	-1	815	14%	-2	-0.69	-0.94	0.52	/	/	-0.5	1350
CCn1c(SCC(N)=O)nnc1-c1ccco1
    -0.27	1124	2.2	2.0	11	i	-17	i	/	/	10%	0.34	-0.19	0.17	-0.46	10	7	-7.0	1045
CC(C(=O)NC1CC1)c1ncc(C(F)(F)F)cc1Cl (stereo not drawn)
    /	/	8.0	0.9	6.3	i	33	i	-3	625	13%	1.6	-0.16	1.1	-1	-5	-2	0.3	1547

Three entries from above, sorted by their value in NOD2 inhibition, rising:
canonical_smiles | NOD2 inhibition
CC1CCCN(CCCCOc2cccc(Br)c2)C1 (stereo not drawn) | -21%
COC(=O)c1ccccc1NC(=O)NCCc1ccc(OC)c(OC)c1 | -16%
CCn1c(SCC#N)nc2c(c1=O)C1(CCCC1)Cc1ccccc1-2 | 15%

Screening results as filed in PubChem BioAssay.
